TAAR1 antagonist – antagonists of human TAAR1; Q96RJ0; CHO RD-HGA16 TAAR1, Fluo-8 calcium fluorescence, antagonist; inhibition, % at 3 µM; hit rate 1.5% among 360,000;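 active means inhibition above a per-plate cutoff, the mean inhibition of test compounds on that plate plus 3 SD, cut at about 49% in these data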;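 further: 0% = DMSO plus EC80 beta-PEA response and 100% = DMSO alone without agonist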
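test system = CHO RD-HGA16 cells bearing hTAAR1 | replication = singlicate | controls = DMSO-only wells and EC80 β-PEA-stimulated wells | reagent = EC80 β-phenethylamine stimulus | read-out basis = percent inhibition of PEA-evoked calcium signal, max/basal emission ratio | schedule = seeding 17-24 h prior, 75-min 37 °C, 30-min RT dye loading | signal = kinetic Fluo-8 calcium fluorescence measurement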
CHRM5 agonist – CHRM5 agonism in calcium assay. P08912. CHO-K1 hM5 cells, Fluo-8 calcium fluorescence; 0% DMSO wells, 100% maximal acetylcholine response. activation, % at 3 µM. hit rate 0.19% among 360,000;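 active means activation above the run's mean over test compounds plus 3 SD, cut at about 23% in these data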;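 further: signal is peak over basal fluorescence ratio across the kinetic read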
Target sequence (P08912 whole entry, looked up): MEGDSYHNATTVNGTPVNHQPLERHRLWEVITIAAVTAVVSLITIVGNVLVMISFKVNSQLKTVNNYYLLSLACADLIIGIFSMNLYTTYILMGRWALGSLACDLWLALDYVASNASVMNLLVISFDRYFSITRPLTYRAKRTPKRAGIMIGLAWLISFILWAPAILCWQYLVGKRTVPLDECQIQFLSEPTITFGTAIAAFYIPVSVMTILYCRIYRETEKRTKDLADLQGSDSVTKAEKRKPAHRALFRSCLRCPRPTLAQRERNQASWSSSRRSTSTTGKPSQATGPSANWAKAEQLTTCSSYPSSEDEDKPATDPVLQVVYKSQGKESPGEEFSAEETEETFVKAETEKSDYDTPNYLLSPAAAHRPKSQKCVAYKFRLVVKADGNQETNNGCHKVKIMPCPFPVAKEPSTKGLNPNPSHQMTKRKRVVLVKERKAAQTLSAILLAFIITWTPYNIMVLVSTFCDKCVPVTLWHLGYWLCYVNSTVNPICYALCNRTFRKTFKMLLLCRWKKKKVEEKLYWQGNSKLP
TAAR1 agonist – human TAAR1 agonism; hit rate 0.99% among 360,000; activation, % at 3 µM; AID 624467; Q96RJ0; CHO RD-HGA16 TAAR1, Fluo-8 calcium fluorescence; vehicle wells 0%, saturating PEA agonist 100%;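 active means activation above the mean activation of all test compounds in the run plus 3 SD, cut at about 38% in these data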
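Test system: RD-HGA16 (CHO) cells co-expressing Gα16 and hTAAR1 | Doses: Single dose, 3 µM | Schedule: 17-24 h seeding, 75 min 37 °C dye, 30 min RT | Evaluation: % activation from peak over basal fluorescence ratio, DMSO-to-PEA scaled | Technique: Kinetic Fluo-8 calcium fluorescence | Benchmarks: Low control DMSO, high control PEA (EC100)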
CHRM5 PAM – potentiates acetylcholine response at human M5 receptor | P08912 | CHO-K1 hM5, Fluo-8 calcium, ACh EC20 PAM; 0% = ACh EC20, 100% = ACh EC100 | activation, % at 3 µM | hit rate 0.3% among 360,000 | AID 624038;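 active means activation above the run cutoff, the mean activation of all test compounds plus 3 SD, cut at about 18% in these data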
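Replicates: One well per compound, no replicates | System: Human M5 receptor in CHO-K1 cells | Benchmarks: Low control EC20 acetylcholine (0%), high control EC100 acetylcholine (100%) | Probe or stimulus: Acetylcholine, EC20 level | Times: Fluo-8 loading 80 min at 37 °C plus 30 min room temperature | Signal: Intracellular calcium via Fluo-8 fluorescence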
CHO-K1 Ca PAM – nonselective activator or artifact in parental CHO-K1 calcium assay. hit rate 0.02% among 360,000. activation, % at 3 µM. ATP EC20, Fluo-8 calcium fluorescence; 0% at ATP EC20, 100% at ATP max;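 active means activation above the run cutoff, the mean activation of all test compounds plus 3 SD, cut at about 40% in these data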;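 further: peak over basal fluorescence ratio in a 140 s read after ATP addition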
CRFR2-BP antag – blocks CRF-induced signaling of the CRF-BP/CRF-R2 complex; HEK293 CRF-R2/CRF-BP, CRF-induced calcium fluorescence; inhibition, % at 11.8 µM; hit rate 0.59% among 350,000;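 active means inhibition of the ligand-induced calcium signal above about 50% at the single tested concentration, limit read from the data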
CRFR2-BP ag – CRF-BP/CRF-R2 complex agonism; activation, % at 13.2 µM; hit rate 0.46% among 350,000; HEK293 CRF-R2/CRF-BP, calcium dye fluorescence (FLIPR); percent of saturating CRF peptide response;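 active means activation of at least 50%, plus an integration ratio under a set limit after plate pattern correction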;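 further: plate controls were neutral control wells without compound for no effect and CRF at EC100 for full effect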
CHRM5 antagonist – antagonists of human muscarinic M5 receptor (CHRM5); P08912; CHO-hM5 cells, Fluo-8 calcium fluorescence, ACh EC80; inhibition, % at 3 µM; hit rate 0.59% among 360,000; AID 624040;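 active means inhibition above a per-plate cutoff, the mean of that plate's test compounds plus 3 SD, cut at about 27% in these data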;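 further: 0% = acetylcholine EC80 with DMSO and 100% = DMSO without agonist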
CHRM4 PAM – CHRM4 positive allosteric modulation. P08173. CHO-K1 hM4/Gqi5, Fluo-8 calcium fluorescence, ACh EC20; 0% = ACh EC20, 100% = maximal ACh. activation, % at 3 µM. hit rate 0.4% among 360,000. AID 624126;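 active means activation above its plate's cutoff, the mean activation of sample wells plus 3 SD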; further: some results filed as inactive read as strong as hits
Target sequence (P08173 whole entry, looked up): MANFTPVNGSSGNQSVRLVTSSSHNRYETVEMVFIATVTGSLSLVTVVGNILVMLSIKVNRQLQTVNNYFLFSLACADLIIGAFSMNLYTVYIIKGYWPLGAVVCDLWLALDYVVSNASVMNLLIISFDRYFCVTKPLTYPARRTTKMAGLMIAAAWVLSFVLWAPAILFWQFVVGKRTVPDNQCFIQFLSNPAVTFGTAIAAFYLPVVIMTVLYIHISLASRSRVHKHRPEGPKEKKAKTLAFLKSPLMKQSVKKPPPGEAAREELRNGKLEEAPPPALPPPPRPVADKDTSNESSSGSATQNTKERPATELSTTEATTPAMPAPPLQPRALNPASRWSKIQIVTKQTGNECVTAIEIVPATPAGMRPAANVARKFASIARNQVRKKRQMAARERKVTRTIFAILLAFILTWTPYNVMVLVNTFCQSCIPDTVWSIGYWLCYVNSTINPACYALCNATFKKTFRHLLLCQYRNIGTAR
The depositor's hits bear a star; . = no result given. Not a hit list; 4.2% or so of the library scored in one or more.

Compound	TAAR1 antagonist	CHRM5 agonist	TAAR1 agonist	CHRM5 PAM	CHO-K1 Ca PAM	CRFR2-BP antag	CRFR2-BP ag	CHRM5 antagonist	CHRM4 PAM
O=Cc1cccc(OC(=O)/C=C/c2ccco2)c1	-6.0	1.3	-1.2	7.4	21.5	-13.7	-0.7	-1.0	7.1
CS(=O)(=O)N(CC(=O)Nc1cccnc1)c1ccc2c(c1)OCCO2	0.2	3.0	8.4	3.2	6.4	14.0	-3.1	-6.6	-6.7
CCc1nnc(SCc2ccc(CSc3nnc(CC)n3N)cc2)n1N	2.8	0.5	1.5	-2.4	13.7	18.0	-0.4	-9.3	12.9
CC1(C)CC(=O)C(N=Nc2ccc(OC(F)F)cc2)=C(O)C1	-2.0	-4.4	0.2	-12.5	-4.0	0.9	0.0	13.6	1.8
CCOc1ccc(C(=O)NCCN2CCOCC2)cc1	-28.9	-1.6	2.4	1.8	1.4	-15.3	2.8	6.9	-2.9
CCOc1ccc2nc(NCCNS(=O)(=O)c3ccccc3)c(C#N)cc2c1	-2.1	0.0	3.2	-0.8	-2.5	43.0	7.6	-3.5	13.7
Cc1cc(C)c(C)c(S(=O)(=O)N2CCN(CC(=O)Nc3sccc3C#N)CC2)c1C	29.1	5.5	5.5	-9.7	16.6	4.9	-0.2	11.4	-9.2
CCn1cc(C(=O)NN)c(=O)c2cc(F)c(N3CCN(C)CC3)cc21	3.6	-1.7	-0.9	-0.6	6.0	14.1	-1.6	10.3	-1.6
O=C(NNC(=O)c1ncc(Cl)c(Cl)c1Cl)c1ccc(F)cc1	-6.8	-1.2	1.0	0.4	19.8	-8.6	0.4	6.7	-1.2
CCOC(=O)N1CCN(C(=O)Nc2ccccc2)CC1	-15.1	-0.7	1.8	1.1	-2.2	5.9	-4.3	4.7	-0.5
CCN(c1ccc(OC)cc1)S(=O)(=O)c1nnc(NC(=O)c2ccco2)s1	-54.5	-2.6	0.6	-5.6	-1.4	7.4	-0.8	11.5	-4.3
CCOc1ccc(S(=O)(=O)N2CCN(C3CC(=O)N(c4cccc(C(C)=O)c4)C3=O)CC2)cc1 (stereo not drawn)	7.1	-2.0	-1.1	-7.4	-0.2	-2.4	-1.7	4.6	-3.0
CCN(CC)c1ccc(NC(=O)OC)cc1	-7.3	-6.7	5.1	9.4	20.1	4.1	-0.2	-6.8	-2.7
CN1CCN(NC(=O)Nc2ccc(Br)cc2)CC1	5.7	-5.0	5.9	-4.3	5.9	-5.0	0.2	0.5	0.1
CC1CC(C)CN(S(=O)(=O)c2ccc(NC(=O)CCN3C(=O)C4CC=CCC4C3=O)cc2)C1 (stereo not drawn)	-7.7	1.4	3.7	-4.2	9.5	-7.7	0.3	7.7	-6.9
CC(C)C[C@H](NC(=O)c1[nH]cnc1C(=O)N[C@@H](C)C(=O)OC(C)(C)C)C(=O)OC(C)(C)C	-10.0	-6.8	-2.9	-5.0	-5.8	-1.0	0.1	8.8	-2.5
CC(Oc1ccc(F)cc1)C(=O)Nc1cccc(S(=O)(=O)N(C)c2ccccc2)c1 (stereo not drawn)	26.0	8.1	7.5	-10.6	-11.2	11.3	2.0	0.9	-6.3
NS(=O)(=O)c1ccc(CCNC(=O)c2ccc(NS(=O)(=O)c3ccc4[nH]c(=O)[nH]c4c3)cc2)cc1	-3.1	3.0	0.6	2.0	-3.1	28.2	-1.1	7.7	-1.7
Cc1cccc(NCc2nc3ccccc3n2C)c1	-18.3	3.2	10.5	-3.4	19.3	-23.3	-0.8	-1.3	10.1
CCN(CC)S(=O)(=O)c1cccc(NC(=O)COC(=O)C2COc3ccccc3O2)c1 (stereo not drawn)	-10.4	0.2	4.9	-4.2	-8.3	33.8	0.4	8.8	7.0
CC1(C)OC(=O)C=C[C@]2(C)[C@H]3CC[C@@]4(C)[C@H](C(=O)O)OC(=O)[C@H]5O[C@]54[C@]3(C)C(=O)C[C@@H]12	6.3	0.7	7.2	2.9	12.8	3.1	2.7	7.4	-1.8
COc1ccc(S(=O)(=O)N2CCOCC2)cc1NC(=O)CCCOc1ccccc1	6.8	0.5	0.9	-2.0	-3.0	-12.3	0.0	12.0	-4.2
Cc1nc(-c2ccccc2)sc1C(=O)/C=C/c1ccc(Cl)cc1	-18.9	-1.5	7.9	4.3	26.9	6.8	-0.2	-3.0	-3.0
COC(=O)c1[nH]c2ccc(C)cc2c1NC(=O)CN1CCCc2ccccc21	12.7	-8.8	3.7	-13.0	13.9	-12.5	6.9	1.6	-6.3
COc1ccc(Br)c(C(=O)Nc2nc3ccccc3[nH]2)c1	-2.1	-1.5	-0.8	3.4	-3.3	0.9	-0.2	8.7	-5.1
Cc1ccccc1C(=O)N1CCN(c2ccc(NC(=O)c3ccco3)cc2Cl)CC1	51.9*	4.8	19.7	-16.2	-2.6	3.6	-0.7	11.2	-8.7
COc1ccc(C(=O)Nc2cc(C)c(NC(=O)c3ccccc3OC)cn2)cc1	36.7	-4.1	14.9	-5.6	20.1	-17.1	3.1	12.7	2.2
COc1cc(NC(=O)c2ccc3c(SCC(=O)O)c4c(nc3c2)CCCC4)cc(OC)c1OC	10.4	1.8	7.8	0.4	-2.9	0.0	-0.7	4.3	3.9
C=CCC(C#Cc1ccc(C)cc1)N(CC)CC (stereo not drawn)	-2.6	0.3	1.1	0.7	12.0	7.3	-1.1	2.6	8.5
O=C(NN=C1CCN(Cc2ccccc2)CC1)c1ccccc1	-15.3	-2.9	2.6	-3.0	20.4	11.6	-2.4	-14.5	2.5

Brought forward from above: 2 entries, then new ones.
Compound	TAAR1 antagonist	CHRM5 agonist	TAAR1 agonist	CHRM5 PAM	CHO-K1 Ca PAM	CRFR2-BP antag	CRFR2-BP ag	CHRM5 antagonist	CHRM4 PAM
C=CCC(C#Cc1ccc(C)cc1)N(CC)CC (stereo not drawn)	-2.6	0.3	1.1	0.7	12.0	7.3	-1.1	2.6	8.5
O=C(NN=C1CCN(Cc2ccccc2)CC1)c1ccccc1	-15.3	-2.9	2.6	-3.0	20.4	11.6	-2.4	-14.5	2.5
Nc1n[nH]c2ccccc12	-11.0	-0.3	9.6	4.5	10.2	-2.2	0.7	-3.4	5.9
CC(=O)c1c(C)n(C)c2ccc(OC(=O)c3ccco3)cc12	0.7	-1.4	4.4	-1.0	-7.7	-7.2	0.3	-5.4	-1.5
CCCc1cc(=O)oc2cc(OCc3ccc(C(=O)O)cc3)ccc12	13.3	3.3	19.0	-1.3	9.0	-2.3	-1.1	-12.3	-1.5
COc1ccc(OCCCC(=O)N2CCN(S(=O)(=O)c3cccc(F)c3)CC2)cc1	13.9	0.9	5.6	-6.6	-4.2	7.5	-0.6	5.4	-2.4
COc1ccc(OCC(O)COc2ccc(C(=O)O)cc2)cc1 (stereo not drawn)	12.6	2.1	7.6	-0.7	7.5	-22.2	0.6	-1.0	-2.3
CC1Cc2ccccc2N1C(=O)CN1C(=O)NC2(CCCCC2)C1=O (stereo not drawn)	3.1	2.6	2.0	6.1	16.1	-4.7	1.0	7.5	0.3
Clc1ccc(-c2ccc(CNCc3ccccn3)o2)cc1	3.4	0.6	0.8	-4.6	12.0	-4.5	-2.1	3.6	-1.7
O=C(CSc1nnc2c(n1)[nH]c1ccccc12)NCc1ccccc1F	-9.8	-2.2	0.2	-4.3	-0.3	-0.6	1.3	5.6	4.2
CNc1cc(-c2ccc(C(=O)OC)cc2)ncn1	-5.4	0.3	-0.6	-3.6	0.8	.	.	3.0	-4.1
CCOC(=O)C1(Cc2ccc(OC)cc2)CCN(C(=O)c2sc(C)nc2C)CC1	-0.8	2.3	8.4	0.8	15.4	-11.7	0.7	0.3	3.9
O=C(CCc1nnc2ccc(NCc3ccco3)nn12)N1CCN(c2ccc(F)cc2)CC1	-8.5	-5.6	2.3	1.3	9.7	5.5	0.1	11.8	-9.7
O=C(Cn1cc2c(n1)CCCC2)NCCCN1CCN(c2ccccc2F)CC1	-10.8	-1.1	-1.2	-1.8	2.0	8.4	-0.8	-2.0	-2.9
CC(=O)N1CCOc2ccc(S(=O)(=O)Nc3ncccc3C)cc21	-9.7	-4.6	1.7	-4.6	13.8	28.1	-0.8	14.6	-6.5
O=C(Nc1cccc2ccccc12)c1onc2c1CCCC2	.	0.0	.	-8.1	16.1	-58.4	-2.4	5.8	7.4
Cc1ccc(C(O)c2ncc(-c3ccc(Cl)cc3)[nH]2)cc1 (stereo not drawn)	-0.7	1.4	4.3	-2.2	7.3	.	.	5.4	-3.4
CC(C)(C)NC(=O)c1cccc(NC(=O)c2ccc3c(c2)C(=O)N(C(C)(C)C)C3=O)c1	85.0*	4.9	21.3	-22.4	-11.3	-14.4	0.6	13.3	-10.4
N#Cc1ccc(C2N=C(c3ccccc3)NO2)cc1 (stereo not drawn)	-5.9	-2.0	0.9	5.1	0.3	-6.9	2.0	-4.2	2.9
COC(=O)c1ccc(NC(=O)c2cc[n+]([O-])cc2)cc1	10.4	-5.2	3.5	9.8	11.4	11.2	1.5	-5.3	1.0
Cc1cccc(C)c1NC(=O)CN1CCN(C(=O)CCC(=O)N2CCC(c3ccccc3)=N2)CC1	5.0	0.4	0.4	-4.8	11.8	-12.5	1.2	7.3	2.0
COc1cccc(NC(=O)C2(C)CCN2C(=O)CCC2CCCC2)c1 (stereo not drawn)	-30.9	0.3	-1.0	-2.8	-4.8	.	.	0.1	9.2

From PubChem BioAssay
